Source: PubChem BioAssay
Cy5 interf NS3h: Cy5 fluorescence quenchers or enhancers, artefact control for HCV NS3 helicase inhibitor project, biochemical, ChemBridge library, Cy5 readout. Cy5-dT15 DNA with NS3h, fluorescence interference; actives lie on both sides; signal over control mean, under 1 quenches. 6% of 16,000 active. fluorescence interference ratio at 100 µM. AID 720488, 2013;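 active means compound fluorescence over control fluorescence at most 0.8, a quencher, or at least a set upper limit, an enhancer; inactive means ratio between 0.8 and the set upper limit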
HCV NS3h FP: HCV NS3 helicase inhibitors, primary screen, biochemical, fluorescence polarization, ChemBridge library. inhibition, % at 100 µM. NS3h Cy5-dT15 DNA binding. Hepatitis C virus NS3 helicase. 1.6% of 16,000 active. AID 687043, 2013;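 active means inhibition above the average over every tested compound plus 3 SD, cut at about 40% in these data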
Numbers without * were called inactive. The list is partial; the hit share may differ from the screen's.

Compound,HCV NS3h FP,Cy5 interf NS3h
O=C(NC(O)C(Cl)(Cl)Cl)C1CC=CCC1 (configuration not stated),11,1.1
COc1ccccc1-n1c(/C=C/c2ccc(O)cc2)nc2ccccc2c1=O,-12,1
COc1ccc(C(c2c(O)c3ccccc3oc2=O)c2c(O)c3ccccc3oc2=O)cc1Cn1nc(C)c([N+](=O)[O-])c1C,10,0.95
Cc1ccc(N2C(=O)CC(=O)N(C)C2=S)cc1,-3,1
O=C1CC(=O)N(c2ccc(F)cc2)C(=S)N1,-3,1
Cc1ccc(-c2nc3ccccc3c(=O)n2-c2cccc(C)n2)cc1,9,0.95
N#CC1=C(N)Oc2c(c(=O)oc3ccccc23)C1c1cccc([N+](=O)[O-])c1 (configuration not stated),19,1.1
CCC(=O)Nc1ccc(Cl)c(Cl)c1,0,0.98
CCC1(Cc2ccccc2)C(=O)NC(=O)NC1=O,-4,1
COC(=O)N1[C@H](c2ccccc2)[C@@H]1c1ccccc1,13,0.68*
Cc1cc(OCc2ccc(Cl)cc2)c2c3c(c(=O)oc2c1)CCC3,6,1.1
COC(=O)c1cccc(-c2ccc(C=C3C(=O)NC(=S)NC3=O)o2)c1,21,0.75*
CCOc1cc(C=C2C(=O)NC(=O)NC2=O)cc(Br)c1OCCOc1ccccc1C,51*,0.95
O=C(CN1CCOCC1)NCC(=O)Nc1ccc(Br)cc1C(=O)c1ccccc1,8,1.1
CCN(CC)CCNc1ccc([N+](=O)[O-])c2cccnc12,-6,0.86

Brought forward from above: three compounds; new compounds follow.
Compound,HCV NS3h FP,Cy5 interf NS3h
CCOc1cc(C=C2C(=O)NC(=O)NC2=O)cc(Br)c1OCCOc1ccccc1C,51*,0.95
O=C(CN1CCOCC1)NCC(=O)Nc1ccc(Br)cc1C(=O)c1ccccc1,8,1.1
CCN(CC)CCNc1ccc([N+](=O)[O-])c2cccnc12,-6,0.86
O=C(CNS(=O)(=O)c1ccccc1)Nc1ccc(Br)cc1C(=O)c1ccccc1,31,1
CCN1CCC2(CC1)CC(C)c1cccc(C)c1N2 (configuration not stated),-18,1.1
COC(=O)CCP(C)(=O)OCC(C)C (configuration not stated),-10,0.99
COc1ccccc1CN1CCN(Cc2cc(Br)ccc2O)CC1,-3,1
O=C1c2ccccc2-c2onc3c(Br)cc(N4CC4)c1c23,8,0.78*
COc1ccc(CN2CCN(C(=O)COc3ccc(Cl)cc3)CC2)cc1OCc1ccccc1,-15,0.97
O=[N+]([O-])c1ccc(NCCCO)c2ncccc12,-14,0.93
CC(Nc1ccc([N+](=O)[O-])c2cccnc12)c1ccc(Br)cc1 (configuration not stated),26,0.68*
Cc1cccc(-n2c(-c3ccccc3F)nc3ccccc3c2=O)c1,5,0.97
Cc1cccc(N2C(=O)/C(=C/c3ccc(OCc4cccc(C(=O)O)c4)cc3)C(=O)NC2=S)c1,-6,1
COc1ccc(CN2CCN(Cc3cc(Br)ccc3O)CC2)cc1,-8,0.94
COc1cc(C=C2C(=O)NC(=O)NC2=O)cc(Cl)c1O,38,0.93
CCn1cc(C=C2C(=O)NC(=O)NC2=O)c2ccccc21,7,0.73*
O=S(=O)(c1ccccc1)N1CC1c1ccccc1 (configuration not stated),6,1
O=C(CN1CCCC1=O)NCc1ccccc1,16,1

In another format: results already given.
COc1ccc(CN2CCN(Cc3cc(Br)ccc3O)CC2)cc1
  HCV NS3h FP: -8
  Cy5 interf NS3h: 0.94
COc1cc(C=C2C(=O)NC(=O)NC2=O)cc(Cl)c1O
  HCV NS3h FP: 38
  Cy5 interf NS3h: 0.93
CCn1cc(C=C2C(=O)NC(=O)NC2=O)c2ccccc21
  HCV NS3h FP: 7
  Cy5 interf NS3h: 0.73*
O=S(=O)(c1ccccc1)N1CC1c1ccccc1 (configuration not stated)
  HCV NS3h FP: 6
  Cy5 interf NS3h: 1

Going on with the list.
Compound,HCV NS3h FP,Cy5 interf NS3h
O=C1NC(=O)C(=Cc2ccc3c(c2)OCO3)C(=O)N1,20,1
Cc1cc(OCC(=O)OC(C)(C)C)c2c3c(c(=O)oc2c1)CCC3,7,1.1
CSc1ccc(CN2CCN(Cc3cc(Br)ccc3O)CC2)cc1,-3,0.93
Cc1ccc(N=Cc2c(O)n(C)c(=O)n(C)c2=O)cc1,-2,0.95
Cc1cccc(N2C(=O)NC(=O)/C(=C/c3ccc(-c4ccc(C(=O)O)c(Cl)c4)o3)C2=O)c1,28,1
O=C1NC(=S)NC(=O)C1=Cc1ccc(OCc2cccc(C(=O)O)c2)cc1,58*,1.1
O=C1NC(=O)C(=Cc2ccccc2OCc2ccccc2Cl)C(=O)N1,56*,0.58*
COc1ccccc1-n1c(/C=C/c2cccnc2)nc2ccccc2c1=O,-10,0.99
C=C(C)COc1cc(C)cc2oc(=O)c3c(c12)CCC3,17,1.1
O=C1NC(=O)N(c2ccc(Br)cc2)C(=O)/C1=C/C=C/c1ccccc1,12,1.1
O=C1NC(=S)N(c2ccccc2F)C(=O)C1=Cc1ccco1,106*,0.65*
O=C1NC(=O)N(Cc2ccccc2)C(=O)/C1=C/c1ccc2c(c1)OCO2,8,0.9
COc1ccc(C2c3c(c4ccccc4oc3=O)Oc3c2c(=O)oc2ccccc32)cc1COc1ccccn1,10,1
Nc1ccc(Br)cc1C(=O)c1ccccc1F,-2,1
O=C1NC(=O)N(c2ccc(Cl)cc2)C(=O)/C1=C\c1cc(Br)cc(Cl)c1O,14,0.89

2 records drawn at random from those above, as already listed:
Compound,HCV NS3h FP,Cy5 interf NS3h
O=C1NC(=O)N(c2ccc(Cl)cc2)C(=O)/C1=C\c1cc(Br)cc(Cl)c1O,14,0.89
C=C(C)COc1cc(C)cc2oc(=O)c3c(c12)CCC3,17,1.1

Next section.
Compound,HCV NS3h FP,Cy5 interf NS3h
COc1ccc(C(=O)NC(Cc2cnc[nH]2)C(=O)O)cc1 (configuration not stated),0,1.1
Cc1ccc(OP(=O)(O)Oc2ccc(C)cc2)cc1,-4,0.96
Cc1ccc(S(=O)(=O)ON2CC2(C(F)(F)F)C(F)(F)F)cc1 (configuration not stated),6,1
Cc1nc2ccccc2c(=O)n1-c1ccncc1,0,1.1
c1ccc(C2CC3CC(c4ccco4)N2O3)cc1 (configuration not stated),-14,1
O=c1c2ccccc2nc(/C=C/c2ccc3c(c2)OCO3)n1-c1cccc(O)c1,6,1
O=C1NC(=S)NC(=O)C1=Cc1ccc(O)c(O)c1,35,0.9
Oc1ccc(Br)cc1CN1CCN(Cc2cccc(F)c2)CC1,0,0.98

One compound at a time (already shown).
Shown for `COC(=O)N1[C@H](c2ccccc2)[C@@H]1c1ccccc1` : HCV NS3h FP: 13; Cy5 interf NS3h: 0.68*
Shown for `O=C(NC(O)C(Cl)(Cl)Cl)C1CC=CCC1` (configuration not stated) : HCV NS3h FP: 11; Cy5 interf NS3h: 1.1
Shown for `CCC(=O)Nc1ccc(Cl)c(Cl)c1` : HCV NS3h FP: 0; Cy5 interf NS3h: 0.98
